Screening results (PubChem BioAssay)
DNA FID counter: compounds displacing fluorescent DNA intercalator, primary screen, artefact control for HCV NS3 helicase inhibitor project, biochemical, FID fluorescence; hit rate 0.17% among 290,000; inhibition, % at 7.9 µM; DNA fluorescent intercalator displacement; in the data active = inhibition above about 37%;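 note: 0% = vehicle and 100% = reference compound; higher means more ethidium bromide displaced from hairpin DNA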
VIM-2 inh: VIM-2 metallo-beta-lactamase inhibitors, primary screen, biochemical, epi-absorbance readout, Pseudomonas aeruginosa enzyme; purified VIM-2, nitrocefin hydrolysis, epi-absorbance fluorescence; hit rate 0.89% among 290,000; inhibition, % at 5.6 µM;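 active = inhibition above the mean of all tested compounds plus 3 SD, cutoff set per screening run, cut at about 7.5% in these data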;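 note: red hydrolysis product quenches plate fluorescence so inhibitors raise well fluorescence; 0% = enzyme with DMSO and 100% = DMSO without enzyme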
SUMO HTRF inh: inhibitors of in vitro SUMOylation cascade, primary screen, biochemical, HTRF, uHTS; HTRF SUMOylation assay, SAE1/SAE2 + UBC9; inhibition, % at 35 µM; hit rate 0.36% among 290,000; AID 2006, 2009; in the data active = inhibition above about 50%, passing the limit was not always enough; note: strong numbers were not always called active
Target sequence (P63279 whole entry, looked up): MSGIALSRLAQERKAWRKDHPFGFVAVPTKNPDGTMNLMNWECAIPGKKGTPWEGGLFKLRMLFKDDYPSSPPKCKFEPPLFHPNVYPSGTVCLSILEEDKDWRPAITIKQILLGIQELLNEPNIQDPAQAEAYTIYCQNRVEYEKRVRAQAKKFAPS
MEKK2 mut-MEK5: MEK5 binding signal on mutant MEKK2 PB1, primary screen, biochemical, multiplex bead flow cytometry, Alexa488-MEK5; Alexa488-MEK5 binding to MEKK2 mutant; percent response, % at 10 µM; hit rate 0.35% among 290,000; AID 1530, 2009; in the data active = percent response above about 24%, passing the limit was not always enough; note: inactives centre near 1; some results filed as inactive read as strong as hits
IMP-1 inhibitor: IMP-1 metallo-beta-lactamase inhibitors, primary screen, biochemical, epi-absorbance readout, Pseudomonas aeruginosa enzyme. metallo-beta-lactamase IMP-1 (Pseudomonas aeruginosa). purified IMP-1, nitrocefin hydrolysis, epi-absorbance fluorescence. inhibition, % at 5.6 µM. hit rate 0.45% among 290,000. AID 1556, 2009;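 active = inhibition above the mean plus 3 SD of all compounds in the same screening run, cut at about 4.5% in these data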;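 note: 0% = IMP-1 with DMSO and 100% = DMSO wells lacking enzyme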
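System: purified IMP-1; amount: IMP-1 0.2 nM before substrate addition; compound: single dose, 5.6 µM; times: 25 °C, 15 min preincubation, 25 min reaction; signal: Epi-absorbance via hydrolysed-nitrocefin quenching of white-plate fluorescence, 480/530 nm, EDTA stop; benchmarks: DMSO with and without IMP-1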
NS3 helicase inh: inhibitors of HCV NS3 helicase, primary screen, biochemical, Cy5 molecular beacon fluorescence | NS3 helicase DNA unwinding | inhibition, % at 10.9 µM | hit rate 0.56% among 290,000 | AID 1800, 2009;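 active = inhibition above the mean of all tested compounds plus 3 SD, set per campaign, cut at about 35% in these data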;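 note: 0% = DMSO wells and 100% = thioflavine S control wells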
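Assay system: hepatitis C virus NS3 helicase domain fragment enzyme. Also added: annealed dual-labelled DNA beacon duplex, ATP-started. Timing: 1 h reaction at 25 °C, ATP-initiated. Technique: Cy5 fluorescence at 0 and 60 min, beacon hairpin quenching. Evaluation: % inhibition of unwinding. Replication: one well per compound.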
NALP1 inh: NALP1 inflammasome inhibitors in reconstituted yeast, colorimetric, S. cerevisiae, triplicate retest; hit rate 0.61% among 280,000; inhibition, % at 10 µM; AID 2071, 2009; S. cerevisiae NALP1/ASC/caspase-1 growth, X-gal OD620, 72 h; in the data active = inhibition mostly above about 24%, no sharp cut-off; inactive = mostly below about 32%; note: some compounds called inactive have numbers as strong as hits
MEKK2 WT-MEK5: modulators of MEK5 binding to wildtype MEKK2, primary screen, biochemical, multiplex bead flow cytometry, Alexa488-MEK5; Mitogen-activated protein kinase kinase kinase 2 (Homo sapiens), Q9Y2U5; Alexa488-MEK5 binding to MEKK2 WT; actives lie on both sides; binding response (% of control), % at 10 µM; hit rate 1.1% among 290,000; in the data active = binding response below about 67% or above about 130%
PfM18AAP inh: PfM18AAP inhibitors, malaria aminopeptidase, primary screen, biochemical, QFRET, recombinant enzyme | H-Glu-NHMec fluorogenic cleavage | inhibition, % at 7.35 µM | hit rate 1.2% among 290,000;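 active = inhibition above the campaign mean inhibition over all tested compounds plus 3 SD, cut at about 28% in these data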;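 note: 0% = plate median of test compound wells and 100% = 2 mM ZnCl2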
The depositor's hits bear a star; · = not tested or not shown.

mol | DNA FID counter | SUMO HTRF inh | PfM18AAP inh | NALP1 inh | IMP-1 inhibitor | MEKK2 mut-MEK5 | MEKK2 WT-MEK5 | VIM-2 inh | NS3 helicase inh
Cc1ccc(C(=O)NCCN2CCOCC2)cc1S(=O)(=O)N1CCCCC1 | -2 | -1 | -5 | 0 | -1.4 | 1 | 101 | -1.1 | -4
COc1ccccc1CCC(=O)N1CCN(C(=O)c2ccccc2)CC1 | -16 | 16 | -1 | -7 | -1.2 | 1 | 103 | -0.2 | -1
CCN(CC)C(=O)c1sc2nc(-c3cccs3)cc(-c3cccs3)c2c1N | -14 | 24 | 6 | -9 | -1.7 | -6 | 81 | -1.1 | 21
Cc1c(NC(=O)CN2C(=O)c3ccc([N+](=O)[O-])cc3C2=O)c(=O)n(-c2ccccc2)n1C | -2 | 2 | 3 | -3 | -2.2 | · | · | -3.4 | 9
O=C(c1ccc2c(=O)n3c(nc2c1)CCCCC3)N1CCN(Cc2ccccc2)CC1 | -34 | 18 | 0 | 1 | -0.6 | -2 | 100 | -2.0 | 2
CCCOc1ccc(Cc2c(Cl)nc(SC)nc2N(C)C)cc1 | -3 | -7 | -18 | 18 | -2.2 | 0 | 101 | -2.1 | 2
COc1ccccc1CN1CC(C(=O)N(C)CCc2nc3ccc(F)cc3[nH]2)CCC1=O (stereo not drawn) | -12 | · | -1 | 1 | -1.2 | 8 | 105 | -2.4 | 2
O=C(O)CC1(CC(=O)Nc2ccc(Br)cc2)CCCCC1 | -15 | -19 | -2 | 0 | 0.4 | -1 | 99 | 0.1 | 6
OC(CON=C1c2ccccc2-c2ccccc21)CN1CCNCC1 (stereo not drawn) | 20 | 7 | 3 | 21 | -0.6 | 18 | 126 | 30* | -33
CCN(CC)CCN1C(=O)C(=O)/C(=C(/O)c2cccc(OC)c2)C1c1ccccn1 (stereo not drawn) | -1 | 22 | -9 | 16 | -3.6 | 2 | 102 | 1.1 | 0
CCOc1cc(C2C(C#N)=C(N)OC3=C2C(=O)CC(C)(C)C3)cc([N+](=O)[O-])c1O (stereo not drawn) | 2 | 4 | 8 | -4 | -1.4 | -3 | 93 | -4.8 | -2
Cc1ccc(/C=C/C(=O)c2cc(Br)ccc2OC(=O)c2ccco2)cc1 | -6 | -9 | 7 | 23 | -1.1 | 2 | 97 | -3.0 | -3
N#CC(c1ccc(O)cc1)N1CCOCC1 (stereo not drawn) | 4 | 17 | 0 | -5 | -1.1 | -13 | 103 | 0.5 | -1
O=C(Nc1ccc(C(=O)Oc2ccccc2)c(O)c1)c1ccco1 | -6 | -10 | -6 | 14 | -6.2 | 5 | 102 | -0.9 | -6
CC(C)(C)C(=O)N1CCN(c2nc3ccc(Cl)cc3s2)CC1 | -34 | -8 | 2 | 22 | -2.4 | 1 | 97 | -2.2 | -3
O=C(CCNC(=O)N1CCn2c1nc1ccccc12)NCc1ccccc1 | -16 | · | 3 | -7 | -2.7 | 7 | 102 | -2.0 | -1
COc1ccc(OC)c(/C=N/NC(=O)CN2CCSCC2)c1 | -1 | 20 | 5 | 16 | -3.7 | 4 | 112 | -5.4 | -6
CC1CCC(CN2C(Nc3ccccc3)=NC[C@@H]2C)CC1 (stereo partly drawn) | -4 | 1 | -13 | -2 | -2.8 | 6 | 110 | 0.4 | 8
Cc1ccc(-c2csc(NC(=O)/C=C/c3ccco3)c2C(=O)O)cc1 | -28 | 0 | 1 | 9 | -0.4 | -4 | 100 | 0.0 | 28
COc1ccc(CC(=O)Nc2ccccc2C(=O)N2CCOCC2)cc1OC | 3 | 7 | 10 | 26 | -1.9 | 3 | 107 | -2.8 | -7
Cc1ccccc1NC(=O)CN1C(=O)COc2ccc(Cl)cc21 | -6 | -16 | 1 | -19 | -3.1 | 3 | 98 | -2.1 | -7
O=C(CCSCCc1ccccn1)Nc1ccc(Br)cc1F | -13 | 19 | -8 | 16 | -1.2 | 1 | 108 | -1.4 | -6
COCc1cc(Sc2cccc(Cl)c2Cl)nc(-c2ccccc2)n1 | 0 | -7 | 7 | -2 | -2.5 | -2 | 101 | -2.4 | -2
CCOc1ccc(OCc2ccc(C(=O)N3CCCCC3)o2)cc1 | -43 | -1 | -1 | 20 | -2.0 | 10 | 108 | -1.8 | 6
COc1ccc(C(C)C)cc1S(=O)(=O)Nc1ncn[nH]1 | -9 | 18 | 9 | 5 | -2.3 | 3 | 100 | -0.7 | -4
Cc1ccc(Sc2cc(Cl)nc(N)n2)cc1 | 1 | 36 | -5 | 11 | -1.7 | 8 | 102 | -1.8 | 3
C=CCN1C=CC(=C/C=C(/C#N)C(=O)OCC)C=C1 | 9 | 14 | 1 | -49 | -1.4 | 3 | 100 | 2.9 | 3
CCC(=O)Nc1cc(OC)cc(OC)c1 | -2 | 16 | -7 | 11 | -3.0 | 4 | 105 | -2.7 | 4
C=CCn1c(SCC(=O)Nc2ccc(OC)cc2)nnc1-c1cnccn1 | -26 | -1 | -3 | 10 | -1.8 | 9 | 106 | -2.6 | -9
Cc1csc(NC(=O)C2CC(=O)N(c3ccc(C)c(C)c3)C2)n1 (stereo not drawn) | -22 | 14 | -2 | 7 | -1.8 | -4 | 98 | -1.1 | 4

Continuation.
mol | DNA FID counter | SUMO HTRF inh | PfM18AAP inh | NALP1 inh | IMP-1 inhibitor | MEKK2 mut-MEK5 | MEKK2 WT-MEK5 | VIM-2 inh | NS3 helicase inh
COc1ccc(OCCCNCCc2ccccc2)cc1 | 10 | -23 | 2 | 4 | -3.1 | 5 | 111 | -3.0 | 12
O=C(Cn1c(C(F)(F)F)nc2ccccc21)Oc1cccc(C(F)(F)F)c1 | 14 | 27 | 4 | -9 | 0.1 | 2 | 100 | 1.5 | 0
CCC(C)c1ccc(NC(=S)NC2CCN(Cc3ccccc3)CC2)cc1 (stereo not drawn) | 10 | -14 | -8 | 42 | -3.2 | 25 | 128 | -4.1 | -71
COC(=O)c1ccc(C(=O)N2CCCC(Nc3ccc(F)c(F)c3)C2)cc1 (stereo not drawn) | -16 | 0 | -1 | -70 | -2.5 | 2 | 101 | -1.1 | -9
CN1CCN(CC(O)(c2ccc(Cl)cc2)c2ccc(Cl)cc2)CC1 | 23 | -5 | -6 | 27 | -3.1 | 12 | 130 | -2.2 | -41
O=C(NCCc1ccccc1)/C(=C\c1ccc([N+](=O)[O-])cc1)NC(=O)c1ccc(Br)cc1 | -12 | 4 | -1 | 26 | 0.2 | -1 | 96 | -2.5 | 2
CC(=O)Nc1ncc(Cc2cc(Cl)ccc2Cl)s1 | -6 | -2 | 11 | 2 | -1.8 | -8 | 93 | 2.8 | 2
Cc1ccc(CNC(=O)C2CCC(=O)N(CCc3ccccn3)C2)s1 (stereo not drawn) | -8 | 8 | 0 | 2 | -2.8 | 9 | 113 | -3.4 | -6
CCN(CC)c1nc(C(N)=O)cc(-c2ccccc2)n1 | -21 | -5 | -1 | 24 | -1.6 | 0 | 96 | 1.2 | 0
O=C(CSc1nnnn1-c1ccccc1)CSc1nnnn1-c1ccccc1 | -18 | 19 | 6 | 28 | -1.8 | -1 | 97 | -0.2 | 15
Cc1ccc(C(=O)N/C(=C/c2cn(-c3ccccc3)nc2-c2ccccc2)C(=O)O)cc1 | -29 | 16 | 3 | 4 | -2.2 | 7 | 101 | -2.6 | 25
Cc1c(CN2CCC(CO)(CCOc3ccccc3)CC2)[nH]c2ccc(Cl)cc12 | 15 | 9 | -8 | 0 | -1.7 | 69* | 227* | -0.3 | -73
CCOc1ccc2nc(N3CCCC(C(=O)NC4CCCC4)C3)sc2c1 (stereo not drawn) | -52 | 8 | 0 | 18 | -1.1 | 2 | 100 | -1.4 | 4
CCn1ccnc1C(O)(c1ccccc1)c1ccccc1 | -5 | -2 | 4 | 7 | -2.2 | 2 | 106 | -0.3 | 0

11 consecutive entries from above, for reference:
mol | DNA FID counter | SUMO HTRF inh | PfM18AAP inh | NALP1 inh | IMP-1 inhibitor | MEKK2 mut-MEK5 | MEKK2 WT-MEK5 | VIM-2 inh | NS3 helicase inh
COc1ccc(OCCCNCCc2ccccc2)cc1 | 10 | -23 | 2 | 4 | -3.1 | 5 | 111 | -3.0 | 12
O=C(Cn1c(C(F)(F)F)nc2ccccc21)Oc1cccc(C(F)(F)F)c1 | 14 | 27 | 4 | -9 | 0.1 | 2 | 100 | 1.5 | 0
CCC(C)c1ccc(NC(=S)NC2CCN(Cc3ccccc3)CC2)cc1 (stereo not drawn) | 10 | -14 | -8 | 42 | -3.2 | 25 | 128 | -4.1 | -71
COC(=O)c1ccc(C(=O)N2CCCC(Nc3ccc(F)c(F)c3)C2)cc1 (stereo not drawn) | -16 | 0 | -1 | -70 | -2.5 | 2 | 101 | -1.1 | -9
CN1CCN(CC(O)(c2ccc(Cl)cc2)c2ccc(Cl)cc2)CC1 | 23 | -5 | -6 | 27 | -3.1 | 12 | 130 | -2.2 | -41
O=C(NCCc1ccccc1)/C(=C\c1ccc([N+](=O)[O-])cc1)NC(=O)c1ccc(Br)cc1 | -12 | 4 | -1 | 26 | 0.2 | -1 | 96 | -2.5 | 2
CC(=O)Nc1ncc(Cc2cc(Cl)ccc2Cl)s1 | -6 | -2 | 11 | 2 | -1.8 | -8 | 93 | 2.8 | 2
Cc1ccc(CNC(=O)C2CCC(=O)N(CCc3ccccn3)C2)s1 (stereo not drawn) | -8 | 8 | 0 | 2 | -2.8 | 9 | 113 | -3.4 | -6
CCN(CC)c1nc(C(N)=O)cc(-c2ccccc2)n1 | -21 | -5 | -1 | 24 | -1.6 | 0 | 96 | 1.2 | 0
O=C(CSc1nnnn1-c1ccccc1)CSc1nnnn1-c1ccccc1 | -18 | 19 | 6 | 28 | -1.8 | -1 | 97 | -0.2 | 15
Cc1ccc(C(=O)N/C(=C/c2cn(-c3ccccc3)nc2-c2ccccc2)C(=O)O)cc1 | -29 | 16 | 3 | 4 | -2.2 | 7 | 101 | -2.6 | 25
